CHO parental Ca – signal in parental CHO cells, OX1R antagonist counter-screen; AID 463079; inhibition, % at 5.6 µM; 330,000 compounds, 0.63% hits; parental CHO-K1, ATP-induced calcium, Fluo-8 fluorescence;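 active means inhibition above that plate's mean sample inhibition plus 3 SD, cut at about 26% in these data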;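 further: 0% = ATP-challenged DMSO wells and 100% = DMSO wells without ATP; some compounds past the cut are filed as inactive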
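Material: parental CHO cells / Compound: single nominal dose of 5.6 µM per compound / Signal: Fluo-8 fluorescence / Replicates: singlicate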
CHRM4 agonist – agonists of human muscarinic M4 receptor (CHRM4). 360,000 compounds, 0.14% hits. CHO-K1 hM4/Gqi5, Fluo-8 calcium fluorescence; vehicle 0%, full acetylcholine response 100%. activation, % at 3 µM. AID 624127;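 active means activation above the run mean over all test wells plus 3 SD, cut at about 32% in these data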;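 further: peak over basal fluorescence ratio per well then scaled between controls; 0% = DMSO wells and 100% = acetylcholine at EC100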
Target sequence (P08173 whole entry, looked up): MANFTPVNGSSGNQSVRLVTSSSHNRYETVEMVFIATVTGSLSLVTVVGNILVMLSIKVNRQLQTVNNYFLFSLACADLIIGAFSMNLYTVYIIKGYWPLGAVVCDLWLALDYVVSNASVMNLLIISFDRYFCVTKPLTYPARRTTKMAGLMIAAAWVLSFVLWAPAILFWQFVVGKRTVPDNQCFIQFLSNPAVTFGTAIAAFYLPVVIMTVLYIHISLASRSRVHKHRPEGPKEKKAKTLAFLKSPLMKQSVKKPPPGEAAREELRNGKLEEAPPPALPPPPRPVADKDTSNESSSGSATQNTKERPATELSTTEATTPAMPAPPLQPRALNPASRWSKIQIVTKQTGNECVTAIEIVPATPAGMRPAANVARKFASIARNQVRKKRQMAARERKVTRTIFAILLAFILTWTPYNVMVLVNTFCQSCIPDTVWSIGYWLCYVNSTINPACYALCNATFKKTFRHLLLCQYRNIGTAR
M4 antag – CHRM4 antagonism in calcium assay; CHO-hM4 cells, ACh EC80, Fluo-8 calcium fluorescence; inhibition, % at 3 µM; 360,000 compounds, 0.73% hits; AID 624125;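 active means inhibition above its plate's cutoff, the mean inhibition of sample wells plus 3 SD, cut at about 27% in these data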;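 further: 0% = acetylcholine EC80 with DMSO and 100% = DMSO without agonist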
M1 PAM – positive allosteric modulators of human M1 muscarinic receptor. CHO-K1 hM1, Fluo-8 calcium fluorescence, ACh EC20; 0% = ACh EC20, 100% = maximal ACh. P11229. AID 588819. 360,000 compounds, 0.088% hits. activation, % at 3 µM; in the data active means activation above about 19%, passing the limit was not always enough
Target sequence (P11229 whole entry, looked up): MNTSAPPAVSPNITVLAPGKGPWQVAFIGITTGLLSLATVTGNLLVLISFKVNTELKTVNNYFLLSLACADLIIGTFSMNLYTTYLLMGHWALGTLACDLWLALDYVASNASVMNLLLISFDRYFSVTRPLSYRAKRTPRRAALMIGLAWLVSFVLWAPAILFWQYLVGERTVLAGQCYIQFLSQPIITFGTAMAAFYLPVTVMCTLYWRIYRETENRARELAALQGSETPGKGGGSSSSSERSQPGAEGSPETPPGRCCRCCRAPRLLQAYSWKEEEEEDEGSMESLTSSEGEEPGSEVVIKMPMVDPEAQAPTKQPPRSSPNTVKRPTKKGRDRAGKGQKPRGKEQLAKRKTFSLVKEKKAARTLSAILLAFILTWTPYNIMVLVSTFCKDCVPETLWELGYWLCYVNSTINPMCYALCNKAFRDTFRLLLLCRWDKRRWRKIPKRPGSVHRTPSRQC
CHO-K1 Ca ag – M1 agonist counterscreen hit in parental CHO-K1 cells; 360,000 compounds, 0.48% hits; AID 602248; Fluo-8 calcium fluorescence; scaled to maximal ATP response, vehicle zero; activation, % at 3 µM; in the data active means activation above about 15%;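 further: untransfected CHO-K1 host cells lacking M1 receptor as counterscreen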
CHO-K1 Ca antag – M1 antagonist counterscreen hit in parental CHO-K1 cells | inhibition, % at 3 µM | ATP-induced calcium, Fluo-8 fluorescence | 360,000 compounds, 0.6% hits;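 active means inhibition above a per-plate cutoff, the plate's mean sample inhibition plus 3 SD, cut at about 24% in these data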;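 further: 0% = DMSO plus EC80 ATP and 100% = DMSO alone without ATP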
CHRM1 antagonist – blocks human M1 muscarinic receptor | P11229 | CHO-K1 hM1, Fluo-8 calcium fluorescence, ACh EC80 antagonist | inhibition, % at 3 µM | 360,000 compounds, 1.3% hits | AID 588852;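 active means percent inhibition above its own plate's cutoff, namely the mean of that plate's compound wells plus 3 SD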;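 further: peak over basal fluorescence ratio during 140 s after agonist addition; 0% = ACh EC80 plus DMSO and 100% = DMSO alone without agonist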
CHRM1 agonist – agonists of human M1 muscarinic receptor; P11229; 360,000 compounds, 0.33% hits; CHO-K1 hM1, Fluo-8 calcium fluorescence, agonist mode; 0% DMSO, 100% acetylcholine EC100; activation, % at 3 µM;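 active means activation above the run's mean compound activation plus 3 SD, cut at about 16% in these data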;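 further: peak over basal fluorescence ratio within a 140 s kinetic read after compound addition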
OXTR potentiator – potentiators of human oxytocin receptor; P30559; CHO-OTR cells, Fluo-8 calcium fluorescence, potentiator mode; 0% = oxytocin EC15, 100% = EC100; activation, % at 3 µM; 320,000 compounds, 0.061% hits;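 active means activation above that plate's cutoff, the mean activation of tested compounds plus 3 SD, cut at about 6.6% in these data, passing the limit was not always enough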;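 further: 100% uses oxytocin at 75 nM as the full agonist control; some results filed as inactive read as strong as hits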
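System: human OTR in CHO cells; Also added: sub-maximal oxytocin, roughly EC15; Timing: compound 6 min at room temperature before oxytocin, 100 s read; Technique: Fluo-8 intracellular calcium fluorescence, ex 470-495, em 515-575 nm; Controls: oxytocin EC15 low and EC100 high; Replication: singlicate.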
Active calls of the source: *. Not a hit list, and some 2.9% of all compounds hit somewhere here.

CCOc1ccc(C(=O)NC(=S)N2CCN(c3ccc(C(F)(F)F)cc3[N+](=O)[O-])CC2)cc1 was read as CHO parental Ca -12, CHRM4 agonist 1, M4 antag -1, M1 PAM 1, CHO-K1 Ca ag 0.3, CHO-K1 Ca antag -8, CHRM1 antagonist -2, CHRM1 agonist -7 and OXTR potentiator 3.
Screening C/C(=N\O)C1(C)N(O)C(C)(C)C(c2ccc(F)cc2)=[N+]1[O-] (stereo not drawn) returned CHO parental Ca -1, CHRM4 agonist 0, M4 antag 1, M1 PAM 6, CHO-K1 Ca ag 0.0, CHO-K1 Ca antag -6, CHRM1 antagonist -13, CHRM1 agonist -1 and OXTR potentiator -12.
Screening CSc1ncc(CN2CCN(CC=C(C)C)C(CCO)C2)cn1 (stereo not drawn) returned CHO parental Ca 3, CHRM4 agonist 1, M4 antag 1, M1 PAM -14, CHO-K1 Ca ag 0.4, CHO-K1 Ca antag -1, CHRM1 antagonist 27*, CHRM1 agonist -10 and OXTR potentiator -12.
Screening CN(Cc1ccc(CNC[C@H]2O[C@@H](n3cnc4c(N)ncnc43)[C@H](O)[C@@H]2O)o1)S(C)(=O)=O returned CHO parental Ca 3, CHRM4 agonist 0, M4 antag -3, M1 PAM 16, CHO-K1 Ca ag -0.1, CHO-K1 Ca antag -11, CHRM1 antagonist -9, CHRM1 agonist 5 and OXTR potentiator -7.
For Nn1c(SCC(=O)Nc2ccc(N3CCOCC3)cc2)nnc1C1CC1 the results were CHO parental Ca 3, CHRM4 agonist 0, M4 antag 10, M1 PAM 3, CHO-K1 Ca ag 0.5, CHO-K1 Ca antag 0, CHRM1 antagonist 2, CHRM1 agonist -1 and OXTR potentiator -3.
`Cc1c(C(=O)OCCOC(C)C)[nH]c2c1C(=O)CC(c1ccco1)C2` (stereo not drawn) gave CHO parental Ca -7, CHRM4 agonist 4, M4 antag 4, M1 PAM 0, CHO-K1 Ca ag 0.7, CHO-K1 Ca antag 1, CHRM1 antagonist -8, CHRM1 agonist -2 and OXTR potentiator -6.
For C[C@@H]1COC(=O)[C@@H](CC(=O)OC(C)(C)C)C/C=C\C[C@@H](CC(=O)N[C@@H](CO)Cc2ccccc2)C(=O)N1 the results were CHO parental Ca -12, CHRM4 agonist 2, M4 antag 4, M1 PAM 9, CHO-K1 Ca ag 1.1, CHO-K1 Ca antag -16, CHRM1 antagonist -8, CHRM1 agonist -5 and OXTR potentiator 7.
`O=C1/C(=C/c2cccnc2)SC(=S)N1C1CCS(=O)(=O)C1` (stereo not drawn) gave CHO parental Ca -6, CHRM4 agonist 1, M4 antag 9, M1 PAM 2, CHO-K1 Ca ag 0.2, CHO-K1 Ca antag 4, CHRM1 antagonist -5, CHRM1 agonist -8 and OXTR potentiator -9.
For Cc1[nH]n(-c2ccccc2)c(=O)c1C=Nc1cccc2cccnc12 the results were CHO parental Ca -16, CHRM4 agonist 2, M4 antag 7, M1 PAM -5, CHO-K1 Ca ag 0.7, CHO-K1 Ca antag 15, CHRM1 antagonist 4, CHRM1 agonist -5 and OXTR potentiator -9.
Screening COc1ccnc2c1c(=O)n(Cc1ccc(F)cc1)c(=O)n2C returned CHO parental Ca -4, CHRM4 agonist 1, M4 antag -3, M1 PAM 0, CHO-K1 Ca ag 0.9, CHO-K1 Ca antag -5, CHRM1 antagonist -1, CHRM1 agonist -2 and OXTR potentiator -5.
Screening O=C(C[C@H]1C/C=C\C[C@@H](Cc2ccc(F)cc2)C(=O)OC[C@H]2CCCN2C1=O)NCCO returned CHO parental Ca 2, CHRM4 agonist 1, M4 antag -6, M1 PAM 1, CHO-K1 Ca ag 0.3, CHO-K1 Ca antag -1, CHRM1 antagonist 8, CHRM1 agonist -4 and OXTR potentiator 2.
For CC(NC(=O)c1ccco1)C(=O)OCc1cccc(C(F)(F)F)c1 (stereo not drawn) the results were CHO parental Ca -10, CHRM4 agonist 1, M4 antag 0, M1 PAM 9, CHO-K1 Ca ag 0.4, CHO-K1 Ca antag -13, CHRM1 antagonist -7, CHRM1 agonist -2 and OXTR potentiator -7.
For CC(C)(C)NC(=O)CN(Cc1cccs1)C(=O)c1csnn1 the results were CHO parental Ca -4, CHRM4 agonist 1, M4 antag 0, M1 PAM 13, CHO-K1 Ca ag 0.1, CHO-K1 Ca antag -2, CHRM1 antagonist -17, CHRM1 agonist -2 and OXTR potentiator -9.
`Cc1nc2ccccc2c(=O)n1NC(=O)/C=C/c1ccccc1Cl` gave CHO parental Ca -3, CHRM4 agonist 9, M4 antag 4, M1 PAM -8, CHO-K1 Ca ag 4.2, CHO-K1 Ca antag 0, CHRM1 antagonist -3, CHRM1 agonist -2 and OXTR potentiator -4.
`CC1CC2=C(C(=O)O1)C(C)Nc1ccccc1N2` (stereo not drawn) gave CHO parental Ca 5, CHRM4 agonist 1, M4 antag -14, M1 PAM 7, CHO-K1 Ca ag 0.0, CHO-K1 Ca antag -6, CHRM1 antagonist -3, CHRM1 agonist -4 and OXTR potentiator -6.

Compounds from the list above containing two or more sulfur atoms:
`O=C1/C(=C/c2cccnc2)SC(=S)N1C1CCS(=O)(=O)C1` (stereo not drawn) gave CHO parental Ca -6, CHRM4 agonist 1, M4 antag 9, M1 PAM 2, CHO-K1 Ca ag 0.2, CHO-K1 Ca antag 4, CHRM1 antagonist -5, CHRM1 agonist -8 and OXTR potentiator -9.
For CC(C)(C)NC(=O)CN(Cc1cccs1)C(=O)c1csnn1 the results were CHO parental Ca -4, CHRM4 agonist 1, M4 antag 0, M1 PAM 13, CHO-K1 Ca ag 0.1, CHO-K1 Ca antag -2, CHRM1 antagonist -17, CHRM1 agonist -2 and OXTR potentiator -9.

Continuation:
For Cc1ccc(-c2nnn(CC(=O)N(Cc3ccc(F)cc3)C(C(=O)NC3CCCC3)c3ccncc3)n2)o1 (stereo not drawn) the results were CHO parental Ca -23, CHRM4 agonist 1, M4 antag 0, M1 PAM -2, CHO-K1 Ca ag 0.2, CHO-K1 Ca antag -12, CHRM1 antagonist -20, CHRM1 agonist -3 and OXTR potentiator -13.
For Cc1cc(C)cc(N2CCCn3c2nc2c3c(=O)n(CCN3CCOCC3)c(=O)n2C)c1 the results were CHO parental Ca -41, CHRM4 agonist -2, M4 antag 2, M1 PAM 8, CHO-K1 Ca ag -0.8, CHO-K1 Ca antag -4, CHRM1 antagonist -14, CHRM1 agonist -6 and OXTR potentiator 6.
O=C(Nc1ccccc1C(=O)NC(Cc1c[nH]c2ccccc12)C(=O)O)c1ccco1 (stereo not drawn) was read as CHO parental Ca -15, CHRM4 agonist 1, M4 antag 5, M1 PAM -6, CHO-K1 Ca ag 0.3, CHO-K1 Ca antag -11, CHRM1 antagonist -17, CHRM1 agonist -1 and OXTR potentiator -4.
O=C(CN1C(=O)S/C(=C\c2ccc(-c3cc(C(=O)O)ccc3Cl)o2)C1=O)Nc1ccc2c(c1)OCO2 was read as CHRM4 agonist 2, M4 antag 2, M1 PAM 5, CHO-K1 Ca ag 0.4, CHO-K1 Ca antag -2, CHRM1 antagonist -13 and CHRM1 agonist 0.
CC(C)(C)OC(=O)N1CC(O)CC1C(=O)OCC(=O)c1ccccc1 (stereo not drawn) was read as CHO parental Ca -14, CHRM4 agonist 1, M4 antag -3, M1 PAM 4, CHO-K1 Ca ag 0.3, CHO-K1 Ca antag 10, CHRM1 antagonist 4, CHRM1 agonist 0 and OXTR potentiator 1.
Screening O=C(c1cccnc1)C1CCCN(Cc2nc(Cc3ccccc3)no2)C1 (stereo not drawn) returned CHO parental Ca -20, CHRM4 agonist 3, M4 antag -5, M1 PAM 11, CHO-K1 Ca ag 0.6, CHO-K1 Ca antag -2, CHRM1 antagonist -15, CHRM1 agonist -3 and OXTR potentiator -2.
`CCOc1ccc2c(c1)c(=O)c(S(=O)(=O)c1ccc(CC)cc1)cn2C` gave CHO parental Ca -14, CHRM4 agonist -1, M4 antag -7, M1 PAM 12, CHO-K1 Ca ag 5.8, CHO-K1 Ca antag 2, CHRM1 antagonist -10, CHRM1 agonist 1 and OXTR potentiator 1.
Screening O=C(COC(=O)CCCSc1nc2ccccc2[nH]1)Nc1cccc(F)c1 returned CHO parental Ca -7, CHRM4 agonist 5, M4 antag 0, M1 PAM -1, CHO-K1 Ca ag 2.7, CHO-K1 Ca antag -10, CHRM1 antagonist -2, CHRM1 agonist -2 and OXTR potentiator -13.
Screening Clc1ccccc1Sc1ccc(-c2ccccn2)s1 returned CHO parental Ca -27, CHRM4 agonist -1, M4 antag 8, M1 PAM -1, CHO-K1 Ca ag -0.2, CHO-K1 Ca antag -11, CHRM1 antagonist 0, CHRM1 agonist -1 and OXTR potentiator -6.
Screening COc1cc(/C=C/C(=O)OCC(=O)N(C)Cc2ccccc2)ccc1O returned CHO parental Ca -6, CHRM4 agonist 2, M4 antag 9, M1 PAM -5, CHO-K1 Ca ag 0.6, CHO-K1 Ca antag 20, CHRM1 antagonist 16, CHRM1 agonist -2 and OXTR potentiator -7.
`Cc1noc(C)c1NC(=O)Nc1ccc2c(c1)C(=O)N([C@H](C)CO)C[C@H](C)[C@@H](CN(C)C(=O)NC(C)C)O2` gave CHO parental Ca -2, CHRM4 agonist 0, M4 antag 5, M1 PAM 12, CHO-K1 Ca ag 3.4, CHO-K1 Ca antag -9, CHRM1 antagonist -8, CHRM1 agonist -2 and OXTR potentiator -7.
Cc1ccc(C(=O)COC(=O)C2CCC2)cc1 was read as CHO parental Ca 9, CHRM4 agonist 3, M4 antag -3, M1 PAM 4, CHO-K1 Ca ag 3.5, CHO-K1 Ca antag -18, CHRM1 antagonist 5, CHRM1 agonist -6 and OXTR potentiator -14.
Screening CC1Cc2ccccc2N1C(=O)CSc1nc2ccccc2n1CC(=O)N1CCOCC1 (stereo not drawn) returned CHO parental Ca -16, CHRM4 agonist 5, M4 antag -13, M1 PAM 5, CHO-K1 Ca ag 1.9, CHO-K1 Ca antag -30, CHRM1 antagonist -8, CHRM1 agonist -4 and OXTR potentiator 2.
For Cc1ccc(S(=O)(=O)CCC(=O)OCc2ccc(Cl)c(Cl)c2)cc1 the results were CHO parental Ca -23, CHRM4 agonist 1, M4 antag 5, M1 PAM -1, CHO-K1 Ca ag 1.1, CHO-K1 Ca antag -2, CHRM1 antagonist -3, CHRM1 agonist -1 and OXTR potentiator -13.
`C=CCN(CC(=O)NCc1ccccc1)C(=O)c1csnn1` gave CHO parental Ca -12, CHRM4 agonist 1, M4 antag -20, M1 PAM 2, CHO-K1 Ca ag -0.1, CHO-K1 Ca antag 6, CHRM1 antagonist -3, CHRM1 agonist -5 and OXTR potentiator 4.
`O=C(NCc1ccccc1Cl)c1csc([C@@H]2C[C@H](O)[C@@H](CO)O2)n1` gave CHRM4 agonist 1, M4 antag 0, M1 PAM -2, CHO-K1 Ca ag 0.4, CHO-K1 Ca antag -9, CHRM1 antagonist 0 and CHRM1 agonist -2.
Screening O=C(Nc1ccc([N+](=O)[O-])cn1)c1cccnc1 returned CHO parental Ca -5, CHRM4 agonist 1, M4 antag -1, M1 PAM 3, CHO-K1 Ca ag 0.0, CHO-K1 Ca antag 16, CHRM1 antagonist -2, CHRM1 agonist -2 and OXTR potentiator -2.

Screening results deposited in PubChem by The Scripps Research Institute Molecular Screening Center.
